Bioassay records: PubChem BioAssay, Sanford-Burnham Center for Chemical Genomics
MPTP block: mitochondrial permeability transition pore inhibitors, primary screen, biochemical, isolated mouse mitochondria, absorbance; AID 602449, 2012; 1.4% of 360,000 active; inhibition, % at 10 µM; Ca2+ swelling absorbance, 30 min;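 active means inhibition of 50% or more, scaled per plate between neutral and stimulator controls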;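 further: 0% = DMSO wells given calcium and 100% = 1 mM EGTA wells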
TIM10 inh: growth inhibitors of isogenic TIM10 control yeast, primary screen, counter-screen for tim10-1 yeast inhibitor project, luminescence, uHTS | S. cerevisiae TIM10 strain growth, BacTiter-Glo luminescence, 24 h | inhibition, % at 10 µM | 1.4% of 330,000 active | AID 463195, 2010;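 active means inhibition of 40% or more at the single tested concentration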;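 further: wild-type TIM10 isogenic control strain grown at permissive 25 °C; 0% = DMSO yeast wells and 100% = minimal medium wells without yeast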
tim10-1 inh: growth inhibitors of tim10-1 mutant yeast, primary screen, luminescence, uHTS; AID 463190, 2010; S. cerevisiae tim10-1 ts strain growth, BacTiter-Glo, 24 h; inhibition, % at 20 µM; 2.2% of 330,000 active;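 active means inhibition of at least 40%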;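 further: mutant grown at 25 °C; 0% = DMSO wells with yeast and 100% = wells holding no yeast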
APJ ag: agonists of human apelin receptor APJ, primary screen, CHO-K1 cells, PathHunter beta-arrestin, luminescence; P35414; 0% DMSO wells, 100% apelin; AID 2520, 2010; 0.11% of 330,000 active; activation, % at 20 µM;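 active means activation more than six SD over the plate average, tested at 20 µM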;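 further: 0% = DMSO alone and 100% = apelin-13 at 10 nM; some results filed as inactive read as strong as hits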
Target sequence (P35414 whole entry, looked up): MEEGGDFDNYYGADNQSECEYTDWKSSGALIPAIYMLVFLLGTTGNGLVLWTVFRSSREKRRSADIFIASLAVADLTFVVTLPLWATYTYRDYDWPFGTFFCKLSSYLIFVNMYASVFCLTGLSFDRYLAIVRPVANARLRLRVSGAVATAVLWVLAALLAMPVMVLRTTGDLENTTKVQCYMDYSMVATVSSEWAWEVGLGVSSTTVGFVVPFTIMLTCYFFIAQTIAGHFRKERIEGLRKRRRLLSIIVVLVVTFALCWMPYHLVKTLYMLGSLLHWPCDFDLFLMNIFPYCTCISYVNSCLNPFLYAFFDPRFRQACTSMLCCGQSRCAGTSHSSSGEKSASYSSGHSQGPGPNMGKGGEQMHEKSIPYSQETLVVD
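assay system = CHO-K1 APJ beta-arrestin complementation cell line | input = cell density 1000 per well | dosing = compound 20 µM once, DMSO 1% | timing = compound 90 min 25 °C, reagent 1 h | measured by = luminescence from split beta-galactosidase complementation, Galacton Star/Emerald II substrate | read-out basis = APJ agonist activity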
tim23-1 inh: growth inhibitors of tim23-1 mutant yeast, primary screen, luminescence, uHTS. S. cerevisiae tim23-1 growth, BacTiter-Glo luminescence, 24 h. inhibition, % at 20 µM. 1.3% of 330,000 active;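 active means growth inhibition of the mutant yeast at or above 50%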;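 further: temperature-sensitive mutant grown at 25 °C; plate controls were DMSO-treated mutant yeast for no effect and medium wells lacking yeast for full effect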
beta cell repl: inducers of MIN6 beta-cell proliferation, primary screen, ATP luminescence, uHTS; MIN6 cells proliferation, ATPlite luminescence, 48 h; cells starved in 0.2% serum; 100% = growth in 10% serum; proliferation, % at 10 µM; 0.29% of 330,000 active; AID 2380, 2010;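 active means compounds whose signal lies at least 3.5 SD above the mean of all wells on their plate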;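 further: 0% = DMSO-treated cells in low-serum medium and 100% = 10% serum control; some compounds called inactive have numbers as strong as hits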
NLRP3 yeast inh: NALP3 inflammasome inhibitors in reconstituted yeast, primary screen, luminescence, uHTS; Yeast reconstituted NLRP3/ASC/caspase-1, beta-gal luminescence, 24 h; 0.39% of 330,000 active; inhibition, % at 10 µM;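 active means inhibition of 50% or more; inactive means inhibition below 50%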;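 further: plate controls were induced DMSO wells for no effect and uninduced yeast grown without galactose for full effect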
APJ antag: antagonists of human apelin receptor APJ, primary screen, CHO-K1 cells, beta-arrestin complementation, luminescence | P35414 | inhibition, % at 20 µM | 0.32% of 330,000 active | AID 2521, 2010;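 active means inhibition above about 40% at 20 µM, limit read from the data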;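 further: cells challenged with 10 nM apelin-13 agonist together with compound; plate controls were apelin-13 plus DMSO wells for no effect and DMSO wells lacking apelin-13 for full effect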
GRIN3A LBD mod: binders of NR3A ligand-binding domain, primary screen, biophysical, differential scanning fluorimetry, uHTS | NR3A LBD differential scanning fluorimetry, Tm shift; 0% = protein alone, 100% = glycine-bound protein | Tm shift relative to glycine control, % at 25 µM | Glutamate receptor ionotropic, NMDA 3A (GRIN3A) ligand-binding domain | 2.5% of 340,000 active;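 active means melting temperature shift of at least 10% of the positive control shift, at one fixed dose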
Active calls of the source: *; . = no result given.

The line under a structure holds: TIM10 inh, GRIN3A LBD mod, NLRP3 yeast inh, APJ antag, beta cell repl, MPTP block, tim10-1 inh, tim23-1 inh, APJ ag
O=C(Nc1cc(-c2ccccc2)[nH]n1)c1ccccc1
    32, -1, 28, -11, -3, 0.4, -47, 52*, -1
O=C(COC(=O)CCC(=O)c1ccc(Cl)cc1)NCC1CCCO1 (stereo not given)
    -7, -1, 10, -4, -5, -6.8, 15, 22, -5
Cc1c(C(=O)N2CCCc3ccccc32)oc2ccc(S(=O)(=O)N3CCOCC3)cc12
    29, -1, 23, -34, 0, 1.0, 17, 40, 5
Cc1ccc(-c2cc(C(=O)NCc3cccs3)no2)cc1
    -9, -17, 8, -21, -2, 1.2, -6, -15, -4
COCCCNC(=O)C1CC(=O)N(c2ccc(C)cc2)C1 (stereo not given)
    1, -1, 13, -15, -2, 0.6, 14, 11, 1
CC(C)(C)OC(=O)C[C@@H]1C/C=C\C[C@H](CC(=O)N(CCO)Cc2ccccc2)C(=O)N[C@H](Cc2ccccc2)COC1=O
    -4, -2, 4, 0, -3, 0.8, -7, -10, -1
O=C(NC1CCCCC1)C1CC(=O)N(c2ccc(Cl)cc2)C1 (stereo not given)
    9, -1, -1, -52, -2, -1.0, 24, 20, -2
CC(C)CCN1C(=O)c2ccc(C(=O)Nc3ccccc3C(=O)O)cc2C1=O
    9, 0, 13, 12, -1, 1.7, 11, 7, -6
CCCC(=O)Nc1ccc(Br)cn1
    -5, 0, 11, 7, 1, -0.5, -4, 0, -4
Cc1cc(S(=O)(=O)NCc2ccccc2)ccc1OCC(=O)NCc1ccncc1
    -11, 13*, 6, 1, 0, -0.7, -3, -2, 0

The line under a structure holds: TIM10 inh, GRIN3A LBD mod, NLRP3 yeast inh, APJ antag, beta cell repl, MPTP block, tim10-1 inh, tim23-1 inh, APJ ag
O=P(c1ccccc1)(c1ccccc1)C(O)c1ccc(Br)cc1 (stereo not given)
    21, -3, 12, -11, 1, 0.3, 19, 35, 5
CC(C)(C)n1nc2c(c1NC(=O)COc1ccc(Cl)cc1)CS(=O)(=O)C2
    18, 0, 2, -6, 2, -2.2, 8, -3, -2
CCc1cccc(NS(=O)(=O)c2c(C)n[nH]c2C)c1
    -3, -2, 4, 9, 0, -1.9, 2, 13, 2
CCn1c(C(O)c2ccccc2)nc2ccccc21 (stereo not given)
    8, -2, 30, 10, 0, -0.5, 11, 10, 3
Cc1[nH]c2ccccc2c1N=Nc1c(C)n(C)n(-c2ccccc2)c1=O
    1, 1, 3, 13, 0, -0.5, 1, 1, -3
Cc1c(C)n(CCc2c[nH]c3ccccc23)ccc1=O
    -1, -1, -7, -6, 0, -2.3, -1, -1, -4
COC(=O)C1=NNC2(c3ccc(C)cc3)C(=O)N(c3ccc(C)cc3)C(=O)C12 (stereo not given)
    10, -1, 6, 9, 0, -1.3, 7, -2, -3
O=C(NCc1ccncc1)c1cccc(F)c1
    -10, 1, -5, 20, -1, -2.1, 11, 17, -4
CCCOc1ccc(CC(CC(=O)O)(C(=O)O)C(=O)O)cc1
    0, 0, 0, 3, -4, -6.5, 2, 9, -2
NS(=O)(=O)c1ccc(N/N=C/c2ccc(C(=O)O)cc2)c([N+](=O)[O-])c1
    -4, 1, 16, 11, 1, 0.0, -3, 4, 6

Rewritten field by field: part of the list above.
CC(C)CCN1C(=O)c2ccc(C(=O)Nc3ccccc3C(=O)O)cc2C1=O
  TIM10 inh: 9
  GRIN3A LBD mod: 0
  NLRP3 yeast inh: 13
  APJ antag: 12
  beta cell repl: -1
  MPTP block: 1.7
  tim10-1 inh: 11
  tim23-1 inh: 7
  APJ ag: -6

CCCC(=O)Nc1ccc(Br)cn1
  TIM10 inh: -5
  GRIN3A LBD mod: 0
  NLRP3 yeast inh: 11
  APJ antag: 7
  beta cell repl: 1
  MPTP block: -0.5
  tim10-1 inh: -4
  tim23-1 inh: 0
  APJ ag: -4

Cc1[nH]c2ccccc2c1N=Nc1c(C)n(C)n(-c2ccccc2)c1=O
  TIM10 inh: 1
  GRIN3A LBD mod: 1
  NLRP3 yeast inh: 3
  APJ antag: 13
  beta cell repl: 0
  MPTP block: -0.5
  tim10-1 inh: 1
  tim23-1 inh: 1
  APJ ag: -3

CC(C)(C)n1nc2c(c1NC(=O)COc1ccc(Cl)cc1)CS(=O)(=O)C2
  TIM10 inh: 18
  GRIN3A LBD mod: 0
  NLRP3 yeast inh: 2
  APJ antag: -6
  beta cell repl: 2
  MPTP block: -2.2
  tim10-1 inh: 8
  tim23-1 inh: -3
  APJ ag: -2

(next part)
The line under a structure holds: TIM10 inh, GRIN3A LBD mod, NLRP3 yeast inh, APJ antag, beta cell repl, MPTP block, tim10-1 inh, tim23-1 inh, APJ ag
NS(=O)(=O)c1ccc(S(=O)(=O)c2ccccc2)nc1
    14, 3, 17, 2, -4, 2.0, -1, 10, -1
Cc1ccc(C2=NN(CC(=O)NCCN(C)C)C(=O)CC2)cc1
    2, 0, 3, 2, -1, -0.4, -12, 6, -3
COc1ccc(C(=O)N=S2CCN(C(=O)c3ccc(Cl)cc3)CC2)cc1
    10, 0, 4, -2, -1, 3.4, -8, 4, 1
C/C(=N\S(=O)(=O)c1ccc(C)cc1)N(C)C
    2, 0, -11, -4, -3, 1.2, 3, 3, -3
O=C(Nc1ccc(Br)cc1)c1ccco1
    0, -11, 13, 16, -2, -0.2, -13, 1, 3
O=C(NCc1cccnc1)C(=O)Nc1nc(-c2ccccc2)cs1
    11, 0, 3, 3, -2, -0.7, 13, 6, -1
Cc1ccc(NC(=O)Cn2cccc2)c(C)c1
    -7, 0, 4, 10, -2, 0.2, -8, 5, 2
Cc1ccc(-c2nc(CSCC(=O)N3CCN(C(=O)c4ccco4)CC3)c(C)o2)cc1
    0, -1, 19, -6, -2, -3.3, 18, 19, -1
CC(OC(=O)c1cc(=O)[nH]c2ccccc12)C(=O)NC1CCCCC1C (stereo not given)
    3, -2, 6, 6, -1, 0.6, 11, 1, 3
Cc1cc(C)c2cc(C#N)c(SCC(=O)Nc3ccc4c(c3)OCO4)nc2c1
    -23, 0, -10, -15, -5, 8.5, 7, -23, 1

No new results follow: two of the compounds above.
The line under a structure holds: TIM10 inh, GRIN3A LBD mod, NLRP3 yeast inh, APJ antag, beta cell repl, MPTP block, tim10-1 inh, tim23-1 inh, APJ ag
COc1ccc(C(=O)N=S2CCN(C(=O)c3ccc(Cl)cc3)CC2)cc1
    10, 0, 4, -2, -1, 3.4, -8, 4, 1
C/C(=N\S(=O)(=O)c1ccc(C)cc1)N(C)C
    2, 0, -11, -4, -3, 1.2, 3, 3, -3

Limited to GRIN3A LBD mod, for some of the entries so far:
smiles,GRIN3A LBD mod
C/C(=N\S(=O)(=O)c1ccc(C)cc1)N(C)C,0
O=C(Nc1ccc(Br)cc1)c1ccco1,-11
O=C(NCc1cccnc1)C(=O)Nc1nc(-c2ccccc2)cs1,0
Cc1ccc(NC(=O)Cn2cccc2)c(C)c1,0
Cc1ccc(-c2nc(CSCC(=O)N3CCN(C(=O)c4ccco4)CC3)c(C)o2)cc1,-1
CC(OC(=O)c1cc(=O)[nH]c2ccccc12)C(=O)NC1CCCCC1C (stereo not given),-2

The list continues:
The line under a structure holds: TIM10 inh, GRIN3A LBD mod, NLRP3 yeast inh, APJ antag, beta cell repl, MPTP block, tim10-1 inh, tim23-1 inh, APJ ag
CCOc1cccc(OCCOc2ccc(C(=O)c3ccccc3)cc2)c1
    -45, -1, 9, 0, 0, 4.1, 15, 10, -2
CCOc1cc(N2CCOCC2)c(OCC)cc1NC(=O)CN1C(=O)NC2(CCCCCCC2)C1=O
    3, -1, 9, 16, -3, 0.1, 6, 10, -2
Cc1ccc(Nc2ccc(C(N)=O)cc2[N+](=O)[O-])cc1C
    39, -1, 15, 16, 0, 8.2, 27, 21, -2
C=CCC1(CC=C)CCCN1C(=O)CC1C(=O)NCCN1Cc1cccc(OC)c1OC (stereo not given)
    4, 1, 3, 7, 4, 0.5, 7, 7, -2
C=C1CC(C(=O)N/N=C/c2ccc(O)cc2)C1
    -1, 6, -2, -1, 0, -0.2, 6, 13, -2
O=C(O)c1ccc(Cl)c2c1C1C=CCC1C(c1ccccn1)N2 (stereo not given)
    0, ., -9, -88, -4, ., 43*, 28, 2
O=C(/C=C/c1ccccc1)OCC(=O)N1CCCC1
    -15, 0, 1, 0, 0, -0.7, -12, -15, -4
Cn1c(C(=O)N2CCN(c3ccc(F)cc3)CC2)cc2ccccc21
    1, -1, 17, -17, -3, 2.1, 21, 34, -1
O=C(NCC(c1cccs1)N1CCOCC1)c1ccccc1NS(=O)(=O)c1ccc(Cl)c([N+](=O)[O-])c1 (stereo not given)
    25, 5, 1, 4, -6, 80*, 24, 23, -1
O=C(Nc1ccc(OC(F)F)c(Cl)c1)C(c1ccccc1)c1ccccc1
    35, 21*, 15, -23, -6, 83*, 18, 27, -2

The line under a structure holds: TIM10 inh, GRIN3A LBD mod, NLRP3 yeast inh, APJ antag, beta cell repl, MPTP block, tim10-1 inh, tim23-1 inh, APJ ag
COC(=O)CC1C(=O)NCCN1C(=O)CSc1nnnn1-c1ccc(OC)cc1 (stereo not given)
    5, 0, 9, -2, 2, -0.9, 6, -1, -3
O=S(=O)(CC12C3C4C5C1C2C(Br)(C43)C51OCCO1)c1ccccc1 (stereo not given)
    6, 7, 16, 1, -1, -0.8, -4, 12, -1
CCN1CCN(C(=O)c2c(-c3ccccc3)noc2C)CC1
    11, 1, 16, -2, 2, 1.4, -5, 6, 2
Cc1cc(NC(=O)COC(=O)c2cc(S(=O)(=O)N(C)C)ccc2Cl)no1
    -2, 2, 13, -13, 3, 2.2, 24, 9, -1
COc1ccccc1C(=O)NC(CCSC)C(=O)NNC(=O)C(C)Oc1ccccc1F (stereo not given)
    3, 2, 8, 7, -1, -1.0, 15, 7, -3
COCCCNC(=O)C[C@H]1C[C@H](C(=O)N2CCOCC2)[C@@]2(CCC3CCCC3)c3[nH]c4cc(-c5ccco5)ccc4c3CCN2C1=O
    -2, 0, ., ., ., -1.1, 33, 41, .
O=[N+]([O-])c1ccccc1/C=N/NC1=NCCCCC1
    21, 1, 12, -29, -3, 0.9, 4, 15, -4
Cc1ccc(C)c(S(=O)(=O)Nc2ccccc2C(=O)Nc2cc(C)on2)c1
    29, -5, -3, 3, -4, 58*, 34, 34, 4
Cc1ccc(S(=O)(=O)Nc2cccc(Oc3cnccn3)c2)cc1
    14, -2, -13, -18, -5, -1.8, 17, 7, -1
Cn1c(SCC(N)=O)nnc1-c1ccccc1
    3, 0, 4, 6, 0, -0.8, 9, 7, -1
COc1ccc(OS(=O)(=O)c2c(C)noc2C)cc1
    9, -1, 13, 21, 1, 1.8, 0, -1, 3

Hits appear at their usual frequency; overall some 7.2% were active at least once.
